M1 antag: human CHRM1 antagonism | CHO-K1 hM1, Fluo-8 calcium fluorescence, ACh EC80 antagonist | inhibition, % at 3 µM | hit rate 1.3% among 360,000;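 active = percent inhibition above its own plate's cutoff, namely the mean of that plate's compound wells plus 3 SD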;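 note: peak over basal fluorescence ratio during 140 s after agonist addition; 0% = ACh EC80 plus DMSO and 100% = DMSO alone without agonist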
CHO parental Ca: counter-screen for OX1R antagonists: effect in parental CHO cells. inhibition, % at 5.6 µM. hit rate 0.63% among 330,000. parental CHO-K1, ATP-induced calcium, Fluo-8 fluorescence;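 active = inhibition above that plate's mean sample inhibition plus 3 SD, cut at about 26% in these data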;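 note: 0% = ATP-challenged DMSO wells and 100% = DMSO wells without ATP; some compounds past the cut are filed as inactive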
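Test system: untransfected parental CHO cell line. Compound: one dose, 5.6 µM nominal. Detection: intracellular calcium via Fluo-8 no-wash fluorescent dye. Measure: % inhibition. Benchmarks: ATP-challenged DMSO wells low, unchallenged DMSO wells high.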
CHO-K1 Ca PAM: nonselective activator or artifact in parental CHO-K1 calcium assay; ATP EC20, Fluo-8 calcium fluorescence; 0% at ATP EC20, 100% at ATP max; hit rate 0.02% among 360,000; activation, % at 3 µM;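 active = activation above the run cutoff, the mean activation of all test compounds plus 3 SD, cut at about 40% in these data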;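 note: peak over basal fluorescence ratio in a 140 s read after ATP addition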
CHRM1 agonist: agonists of human M1 muscarinic receptor; CHO-K1 hM1, Fluo-8 calcium fluorescence, agonist mode; 0% DMSO, 100% acetylcholine EC100; activation, % at 3 µM; hit rate 0.33% among 360,000; AID 588814;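 active = activation above the run's mean compound activation plus 3 SD, cut at about 16% in these data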;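 note: peak over basal fluorescence ratio within a 140 s kinetic read after compound addition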
TAAR1 antagonist: human TAAR1 antagonism; Q96RJ0; CHO RD-HGA16 TAAR1, Fluo-8 calcium fluorescence, antagonist; inhibition, % at 3 µM; hit rate 1.5% among 360,000; AID 624466;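 active = inhibition above a per-plate cutoff, the mean inhibition of test compounds on that plate plus 3 SD, cut at about 49% in these data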;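 note: 0% = DMSO plus EC80 beta-PEA response and 100% = DMSO alone without agonist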
Target sequence (Q96RJ0 whole entry, looked up): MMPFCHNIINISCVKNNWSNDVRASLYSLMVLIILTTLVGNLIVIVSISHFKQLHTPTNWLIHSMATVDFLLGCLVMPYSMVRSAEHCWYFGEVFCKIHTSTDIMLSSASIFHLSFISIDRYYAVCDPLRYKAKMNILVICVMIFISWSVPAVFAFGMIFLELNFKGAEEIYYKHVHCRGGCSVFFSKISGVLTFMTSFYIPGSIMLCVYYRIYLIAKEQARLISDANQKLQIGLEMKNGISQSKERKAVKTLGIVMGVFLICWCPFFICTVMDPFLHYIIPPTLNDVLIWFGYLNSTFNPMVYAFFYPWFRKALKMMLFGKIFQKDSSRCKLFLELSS
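Test system – hTAAR1-expressing CHO RD-HGA16 cells, Gα16-coupled · Also added – β-PEA at EC80 concentration, post-compound challenge · Compound – 3 µM, single point · Incubation – dye loading 75 min at 37 °C, then 30 min room temperature · Measured by – Fluo-8 intracellular calcium dye fluorescence, real-time kinetic reads · Benchmarks – vehicle and agonist controls · Replicates – singlicate, one well per test compound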
CHO-K1 Ca ag: counter-screen for M1 agonists: effect in parental CHO-K1 cells | AID 602248 | activation, % at 3 µM | hit rate 0.48% among 360,000 | Fluo-8 calcium fluorescence; scaled to maximal ATP response, vehicle zero; in the data active = activation above about 15%;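 note: untransfected CHO-K1 host cells lacking M1 receptor as counterscreen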
TAAR1 ag: agonists of human TAAR1; Q96RJ0; CHO RD-HGA16 TAAR1, Fluo-8 calcium fluorescence; vehicle wells 0%, saturating PEA agonist 100%; activation, % at 3 µM; hit rate 0.99% among 360,000;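 active = activation above the mean activation of all test compounds in the run plus 3 SD, cut at about 38% in these data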
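System: CHO-derived RD-HGA16 cells with stable Gα16 and human TAAR1. Times: 17-24 h plating, Fluo-8 75 min 37 °C, 30 min RT. Measured by: calcium-sensitive Fluo-8 signal, excitation 470-495, emission 515-575 nm. Read-out basis: % activation relative to PEA EC100 response. Control set: DMSO and PEA EC100. Repeats: no replicates (n 1).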
CHO-K1 Ca antag: M1 antagonist counterscreen hit in parental CHO-K1 cells; ATP-induced calcium, Fluo-8 fluorescence; inhibition, % at 3 µM; hit rate 0.6% among 360,000;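 active = inhibition above a per-plate cutoff, the plate's mean sample inhibition plus 3 SD, cut at about 24% in these data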;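 note: 0% = DMSO plus EC80 ATP and 100% = DMSO alone without ATP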
OXTR potentiate: potentiators of human oxytocin receptor; P30559; CHO-OTR cells, Fluo-8 calcium fluorescence, potentiator mode; 0% = oxytocin EC15, 100% = EC100; activation, % at 3 µM; hit rate 0.061% among 320,000; AID 2445;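 active = activation above that plate's cutoff, the mean activation of tested compounds plus 3 SD, cut at about 6.6% in these data, passing the limit was not always enough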;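 note: 100% uses oxytocin at 75 nM as the full agonist control; some results filed as inactive read as strong as hits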
Target sequence (P30559 whole entry, looked up): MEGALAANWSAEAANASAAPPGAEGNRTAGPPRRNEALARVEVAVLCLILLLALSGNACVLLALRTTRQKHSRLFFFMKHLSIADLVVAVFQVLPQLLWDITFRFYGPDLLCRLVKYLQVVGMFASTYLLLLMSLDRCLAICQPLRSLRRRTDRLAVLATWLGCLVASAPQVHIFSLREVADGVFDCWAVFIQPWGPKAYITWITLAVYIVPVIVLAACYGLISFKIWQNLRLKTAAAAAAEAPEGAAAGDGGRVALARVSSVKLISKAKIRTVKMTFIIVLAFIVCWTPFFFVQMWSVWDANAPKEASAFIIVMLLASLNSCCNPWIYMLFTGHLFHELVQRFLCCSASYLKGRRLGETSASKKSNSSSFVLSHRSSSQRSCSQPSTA
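System: human OTR in CHO cells; Also added: sub-maximal oxytocin, roughly EC15; Timing: compound 6 min at room temperature before oxytocin, 100 s read; Technique: Fluo-8 intracellular calcium fluorescence, ex 470-495, em 515-575 nm; Controls: oxytocin EC15 low and EC100 high; Replication: singlicate.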
* = called active by the depositor; x = not tested or not shown.

SMILES	M1 antag	CHO parental Ca	CHO-K1 Ca PAM	CHRM1 agonist	TAAR1 antagonist	CHO-K1 Ca ag	TAAR1 ag	CHO-K1 Ca antag	OXTR potentiate
CC(C)Oc1ccc(/C=C(\C#N)C(=O)NC2CC2)cc1	-1	-9	-9	0	-18	4.8	1	-13	-3
CCOP(=O)(OCC)C(NC(=O)Nc1ccc(Cl)c(Cl)c1)c1ccccc1 (stereo not drawn)	7	-20	9	-6	3	3.9	8	0	-13
O=C(Oc1nsnc1N1CCOCC1)N1CCCCC1	-3	-3	1	-4	-19	0.1	2	-15	-2
CCOC(=O)[C@H]1[C@H]2COc3cc(OC)ccc3[C@@H]2N2C(=O)c3cc(C)ccc3NC(=O)[C@@]12C	-8	-20	25	-7	1	1.1	8	-15	4
COc1ccc(NC(=O)CN(C)C(=O)CCNS(=O)(=O)c2ccc(Br)cc2)cc1	-3	-16	4	-3	-4	0.5	5	-7	0
O=C(Cn1cnc(Cl)c1Cl)c1ccccc1	9	8	6	-4	1	0.7	0	-8	-12
O=C(Cn1nnc(-c2ccccc2)n1)NCc1cccs1	-12	-2	-7	-3	-10	0.6	5	-7	-5
CSc1cccc(NC(=O)c2ccc(NC3=NC4CS(=O)(=O)CC4S3)cc2)c1 (stereo not drawn)	-3	-4	-9	-3	7	-0.1	0	8	-5
CCN(CC)CCNC(=O)CN1C(=O)COc2ccc(S(=O)(=O)N3CCOCC3)cc21	-2	6	16	-2	-5	-0.6	2	2	-4
Cc1nnc(SCC(=O)Nc2ncc3c(n2)CC(C)(C)CC3=O)s1	1	-10	4	0	14	0.2	5	-1	3
O=C(CCC1CCCCC1)Nc1ccc(S(=O)(=O)Nc2nccs2)cc1	-8	-25	20	-8	-17	0.0	7	-9	-1
CC(=O)c1cnc2nc(SCc3ccc(C)cc3)nn2c1C	-12	-3	-3	-3	-20	0.6	1	2	-6
N#Cc1ccccc1Sc1ccccc1C(=O)OCC(=O)NC12CC3CC(CC(C3)C1)C2	14	4	0	-8	29	0.8	-1	8	-10
COc1cc(N/N=C/c2ccccc2O)ncn1	4	5	27	-2	5	0.3	49*	-6	-4
Cn1cnnc1SCC(=O)c1cc2ccccc2o1	2	-17	8	-8	-11	0.0	6	-1	4
Cc1ccc(-c2nnc(SCC(N)=O)n2C)cc1	-7	28	-1	-8	-4	-0.2	8	11	3
CCOCC(=O)Nc1ccc2c(c1)N(S(=O)(=O)c1cccs1)CCC2	5	-6	-7	-2	-2	0.0	0	2	0
CCOC(=O)/C(C#N)=C\c1ccc(OC)c(OC)c1	-8	0	1	-8	19	-0.1	-1	-4	0
O=C(c1ccc(C(F)(F)F)cc1)N1CCC(=O)N([C@H](COCc2ccc(Cl)cc2)Cc2ccccc2)CC1	x	x	-4	x	-10	0.0	-1	11	x
Cc1ccc(NC(=O)c2ccc(NCCN)c([N+](=O)[O-])c2)cc1	9	-8	17	-8	-1	1.0	10	0	-4
C=C(C)c1cccc(C(C)(C)NC(=O)NNC(=O)c2ccccc2O)c1	-6	-27	7	1	10	1.8	-6	-9	-11
CC(=O)N1CCN(CC(=O)Nc2c(Cl)cccc2Cl)CC1	-8	-2	26	-4	2	0.3	4	-15	-2
COc1cccc(CNC(=O)COC(=O)/C(C#N)=C/c2ccc(N(C)C)cc2)c1	-3	21	9	1	10	0.8	6	-6	-13
CCCCn1c(NCc2ccc3c(c2)OCO3)nc2ccccc21	1	-31	2	-3	-7	0.2	3	15	-9
Cc1n[nH]c(C)c1S(=O)(=O)N1CCCC(C(=O)NC2CCCc3ccccc32)C1 (stereo not drawn)	3	-6	7	-6	-29	1.1	2	4	-5
COc1cc(OC)cc(C(=O)N2CCN(c3ccccn3)CC2)c1	-6	-3	-11	-6	-1	0.7	1	-3	4
CCNC(=O)COC(=O)c1cc(C)n(-c2ccccc2)c1C	22	7	-13	0	8	0.6	4	8	-12
COc1cc(CN2CCNC(=O)C2CC(=O)N2CCCN(C(C)=O)CC2)cc(OC)c1 (stereo not drawn)	-3	-1	12	-1	-11	-0.1	0	-3	4
CCOC(=O)C1(CCOC)CCN(Cc2nc(-c3cccs3)oc2C)CC1	-13	-17	14	-13	-27	0.1	4	3	0
COc1ccc(OC)c(C(C)NC(=O)c2ccco2)c1 (stereo not drawn)	-8	-8	16	-8	-23	0.4	1	-15	8
O=S1(=O)CCN(Cc2cccc(C(F)(F)F)c2)CC1	-12	24	19	-5	10	1.0	12	-15	-11
CC(C)Nc1nc(Oc2ccc(Cl)cc2)cc(C(F)(F)F)n1	-10	-8	7	-4	3	-0.2	0	15	-3
CCCNC(=O)C1(C)CCCN(Cc2cc(-c3ccccc3)nn2C)C1 (stereo not drawn)	6	x	16	-1	-27	3.4	2	2	x
CN(C)CCOC(=O)COc1ccc(Cl)cc1	-2	-6	20	-2	-16	0.1	0	-7	-3
Brc1ccccc1-n1nnc(-c2cccnc2)n1	-3	-18	19	-2	-4	0.0	9	-23	-12
CCc1nc(N2CCN(C(=O)CCl)CC2)c2c3c(sc2n1)CC(C)CC3 (stereo not drawn)	-4	-24	15	-7	8	0.8	0	-7	-3
CC(=O)c1cc(-c2ccccc2)n(CCC(=O)NC2CCCCC2)c1C	-4	-7	15	-6	-23	0.2	4	-4	-1
O=C(COC(=O)CCC(=O)c1cccs1)NCc1cccs1	-8	-18	24	-4	-13	1.0	0	-17	0
CC(NC(=O)COC(=O)/C=C/c1ccc(Cl)cc1)c1ccccc1 (stereo not drawn)	-10	-2	6	-11	-5	1.2	12	-1	-14
COc1ccc(CCNC(=O)CCCCCN2C(=O)c3ccccc3C2=O)cc1OC	-7	-16	16	-8	9	4.4	5	-9	3
O=C(NCCCCc1ccccc1)c1ccc(Br)o1	-3	-21	8	1	-4	0.8	6	-12	4
CN(C(=O)COC(=O)c1c2c(nc3ccccc13)/C(=C/c1cccc([N+](=O)[O-])c1)CCC2)C1CCS(=O)(=O)C1 (stereo not drawn)	3	13	3	-6	13	2.3	3	12	-1
COc1cc(C(O)c2nc(-c3ccccc3C)cs2)ccc1F (stereo not drawn)	1	x	-3	-6	29	1.0	-1	-3	x
O=C(NN1C(=O)C2C3C=CC(O3)C2C1=O)c1cccc(Br)c1 (stereo not drawn)	5	-1	26	-5	-15	1.4	3	-12	-15
O=[N+]([O-])c1ccc(Nc2cccc(F)c2)nc1	1	20	-2	-2	0	1.1	8	-7	-8
CCCn1nc(C(=O)OCC(=O)Nc2ncc(Cl)c(C)c2Cl)c2ccccc2c1=O	-6	-13	14	-4	10	0.0	3	0	-14
O=C1c2ccccc2C(=O)N1CCc1nc(-c2cccnc2)no1	4	-9	6	-5	-6	1.4	8	-16	0
CCOC(=O)C1=C(C)N(CCCC(=O)O)C(=O)NC1c1ccccc1Cl (stereo not drawn)	x	-4	x	x	10	x	2	x	-1
CC1(C)OC(C(=O)NC2CCCCC2)C(C(=O)NC2CCCCC2)O1 (stereo not drawn)	9	9	15	-3	-8	0.6	1	-22	3
O=C(CN1C(=O)C(=O)N(C2CCCC2)C1=O)Nc1ccc(Cl)cc1C(F)(F)F	-3	-19	-15	-2	-28	0.0	0	-12	4
Cc1ccccc1SCC(=O)Nc1cccc(C#N)c1	-2	-10	-6	-2	3	1.7	7	-3	-16
CCOC(=O)C1=C(CSc2nc3ccccc3s2)NC(=O)NC1c1ccc(OC)cc1 (stereo not drawn)	-7	-18	17	-5	-10	1.6	9	-2	-4
COc1ccc(CN(C)C(=O)C(Cc2ccccc2)NC(=O)c2ccccc2)c(OC)c1OC (stereo not drawn)	14	x	-9	-2	54*	5.8	10	12	x
CC(=O)Nc1ccc(OCC(O)CN2CCN(Cc3ccccc3)CC2)cc1 (stereo not drawn)	0	-8	6	-11	0	0.5	4	-11	-1
COc1ccc(C(=O)Nc2ccccc2C(=O)NC(Cc2ccc(O)cc2)C(=O)NNC(=O)c2ccc(C)cc2)cc1 (stereo not drawn)	28	-19	-2	-4	-7	0.0	-1	4	-14
Cc1ccc(NC(=O)NN(C)c2c(Cl)c(Cl)nn2C)cc1	-7	-15	20	-9	1	0.6	11	-12	-4
CCCCn1c(N)c(N(CCC(C)C)C(=O)COC(=O)c2sccc2C)c(=O)[nH]c1=O	-8	-15	10	1	3	0.8	17	-18	-5
CN(Cc1ccccc1)C(=O)c1cccc(NC(=O)Cc2cccc(NC(=O)C3CCN(C(=O)C4CC4)CC3)c2)c1	-13	x	7	-1	2	1.1	-1	-6	x
Cc1onc(-c2c(Cl)cccc2Cl)c1C(=O)N(C)Cc1ccccc1	0	-11	16	-7	10	0.9	0	-4	-7
Cc1ccccc1NC(=O)C1CCCN1S(=O)(=O)c1ccc2c(c1)n(C)c(=O)c(=O)n2C (stereo not drawn)	10	-7	-6	1	-9	-0.4	1	-7	3

One compound at a time, from the list above. Screens in order: M1 antag	CHO parental Ca	CHO-K1 Ca PAM	CHRM1 agonist	TAAR1 antagonist	CHO-K1 Ca ag	TAAR1 ag	CHO-K1 Ca antag	OXTR potentiate
CC(C)Oc1ccc(/C=C(\C#N)C(=O)NC2CC2)cc1 is listed as -1	-9	-9	0	-18	4.8	1	-13	-3
COc1ccc(NC(=O)CN(C)C(=O)CCNS(=O)(=O)c2ccc(Br)cc2)cc1 is listed as -3	-16	4	-3	-4	0.5	5	-7	0

Continuation:
SMILES	M1 antag	CHO parental Ca	CHO-K1 Ca PAM	CHRM1 agonist	TAAR1 antagonist	CHO-K1 Ca ag	TAAR1 ag	CHO-K1 Ca antag	OXTR potentiate
COc1ccc(NC(=O)CSc2n[nH]c(C(C)C)n2)c([N+](=O)[O-])c1	-1	2	0	-7	-1	2.1	4	0	-1
COC(=O)[C@H](Cc1ccccc1)NC(=O)N1CCCCC1C (stereo partly drawn)	-4	-2	16	-6	-3	0.2	2	-7	-5
CS(=O)(=O)N(CC(=O)Nc1ccccc1Br)Cc1ccccc1	-7	-7	2	-2	2	0.8	1	3	-11
Cc1occc1-c1nnc(SCC(=O)c2ccc(Cl)cc2)n1C	0	-22	10	3	-9	0.3	7	3	0
COc1cccc(CNc2nc3cc(C(C)=C(C)C)sc3c(=O)n2C)c1	-6	x	2	-3	-20	0.4	3	-1	x
O=c1[nH][nH]c(C(F)(F)F)c1/C=N/N1CCOCC1	-6	-10	9	-3	9	0.9	5	-6	-4

High-throughput results deposited in PubChem by The Scripps Research Institute Molecular Screening Center.

Outcome played no part in choosing rows; 4.2% or so of the library scored in one or more.
